TrxR1 substrate: substrates of rat thioredoxin reductase 1. purified TrxR1 substrate turnover, NADPH consumption readout. O89049. hit rate 0.01% among 390,000. Potency, µM (titrated, usually from 114 µM), for inactives: at the top dose activity change, negative = substrate turnover; further: potency means the concentration at half of the fitted maximal effect; on the % scale 0 is the no-effect control and ±100 the full control effect; nearly all actives have a fitted effect of over 50% in size
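Rat TrxR1, dispensed at 90 nM, was prereduced with 400 uM NADPH (final) for 5 min at ~22 deg C, then incubated with compound 15 min before 400 uM selenite. A first-read NADPH fluorescence drop versus no-compound background flagged substrates.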
Glioma ERSR ind: inducers of ER stress response in human glioma cells; Potency, µM, for the others: top-dose activation, hits mostly activators; U87-MG GRP78 promoter luciferase reporter, 16 h; hit rate 0.02% among 420,000; further: potency means the concentration at half of the fitted maximal effect; series mostly up to about 76 µM; % of control where 0% means no effect; nearly all actives have a fitted effect of over 35% in size
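Stably transfected U87-MG human glioma cells carrying a GRP78-based luminescent sensor were seeded at 1000 cells/well, pin-dosed with compounds and incubated 16 h. Luciferase reagent was then added, and end-point luminescence was read after 10 min at room temperature.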
Vif-A3G inh: blocks the Vif interaction with human APOBEC3G | Q9HC16 | HeLa A3G-eYFP + Vif (tagged APOBEC3G with the HIV-1 protein that degrades it), YFP fluorescence, overnight | Potency, µM (top dose mostly 46.1 µM), inactives show top-dose activity, negative = active, usual class: inhibitors | hit rate 0.076% among 410,000 | AID 602310;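 further: potency means the concentration at half of the fitted maximal effect; on the % scale 0 is the no-effect control and ±100 the full control effect; nearly all actives have a fitted effect of over 60% in size; hits raise eYFP signal because A3G escapes Vif-driven loss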
Target sequence (Q9HC16 whole entry, looked up): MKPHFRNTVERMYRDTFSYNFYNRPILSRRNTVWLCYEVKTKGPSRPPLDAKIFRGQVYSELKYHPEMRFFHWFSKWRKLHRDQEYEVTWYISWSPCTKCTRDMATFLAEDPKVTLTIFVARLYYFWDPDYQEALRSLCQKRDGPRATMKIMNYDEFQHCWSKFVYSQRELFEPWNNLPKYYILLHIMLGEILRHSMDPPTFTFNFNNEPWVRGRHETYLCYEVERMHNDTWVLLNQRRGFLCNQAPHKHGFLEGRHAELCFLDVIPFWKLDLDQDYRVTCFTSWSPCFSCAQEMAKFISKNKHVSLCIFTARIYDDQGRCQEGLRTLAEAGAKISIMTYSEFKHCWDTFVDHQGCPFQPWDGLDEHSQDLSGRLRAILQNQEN
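Read-out is eYFP fluorescence (Ex 488/Em 500-530) from Vif-expressing HeLa A3G-eYFP cells; more signal means A3G escaped Vif-mediated degradation. Cells plated overnight, compound pinned in, incubated overnight at 37 deg C.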
mIDH1 inhibitor: blocks human mutant IDH1 R132H enzyme; AID 602179; IDH1-R132H enzyme, NADPH consumption, diaphorase/resazurin fluorescence; Potency, µM (highest dose often 76.6 µM), for inactives: at the highest dose activity change, negative = inhibition, hits mostly inhibitors; O75874; hit rate 0.093% among 390,000; further: potency means the concentration at half of the fitted maximal effect; on the % scale 0 is the no-effect control and ±100 the full control effect; nearly all actives have a fitted effect of over 65% in size
Target sequence (O75874 whole entry R132H, stated change not applied): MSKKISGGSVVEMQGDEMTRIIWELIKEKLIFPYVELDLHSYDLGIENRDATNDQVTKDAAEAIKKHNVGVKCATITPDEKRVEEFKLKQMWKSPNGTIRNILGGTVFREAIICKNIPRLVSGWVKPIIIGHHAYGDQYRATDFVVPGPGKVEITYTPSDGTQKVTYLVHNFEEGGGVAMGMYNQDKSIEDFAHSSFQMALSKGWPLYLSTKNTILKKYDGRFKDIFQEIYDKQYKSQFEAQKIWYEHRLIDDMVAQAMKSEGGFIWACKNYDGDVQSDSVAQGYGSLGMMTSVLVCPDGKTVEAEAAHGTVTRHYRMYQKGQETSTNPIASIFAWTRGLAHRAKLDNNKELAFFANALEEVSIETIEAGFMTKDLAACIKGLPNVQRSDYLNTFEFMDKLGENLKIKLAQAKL
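IDH1-R132H (0.5 ug/mL) preincubated 30 min with compound, then NADPH (0.016 mM) and alpha-KG (2 mM) added; 80 min at RT, pH 7.5. Remaining NADPH coupled via diaphorase/resazurin to fluorescence (540/590 nm); concentration-response curves normalized to no-enzyme control.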
Vif-APOBEC3F blk: inhibitors of Vif-A3F interaction; HeLa A3F-eYFP + Vif (tagged APOBEC3F with the HIV-1 protein that degrades it), YFP fluorescence increase; Potency, µM (highest dose often 46.1 µM), without a hit: top-dose activity, negative = active; hit rate 0.2% among 390,000; further: potency means the concentration at half of the fitted maximal effect; % of control where 0% means no effect; nearly all actives have a fitted effect of over 65% in size
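HeLa cells stably expressing A3F-eYFP plus Vif, plated and incubated overnight at 37 deg C, then exposed to compounds overnight at 37 deg C. Blocked degradation read as raised yellow fluorescence (Ex 488/Em 500-530).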
rTrxR1 inhibitor: blocks rat thioredoxin reductase 1; O89049; recombinant rTrxR1, NADPH fluorescence consumption, selenite substrate; Potency, µM (titrated, usually from 114 µM), without a hit: top-dose activity change, negative = inhibition, actives largely listed as inhibitors; hit rate 1% among 390,000; further: potency means the concentration at half of the fitted maximal effect; on the % scale 0 is the no-effect control and ±100 the full control effect; nearly all actives have a fitted effect of over 65% in size
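Rat TrxR1 (90 nM in the dispensed reagent) was pre-reduced with 400 uM NADPH for 5 min at room temperature, then incubated with compound for 15 min. After 400 uM selenite was added, NADPH fluorescence (Ex 340/Em 450 nm) was followed for 8 min.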
RGS4 inhibitor: inhibitors of human regulator of G protein signaling 4; P49798; Transcreener GDP fluorescence polarization, RGS4-accelerated GTP hydrolysis; Potency, µM (highest dose often 114 µM), for the others: at the highest dose activity change, negative = inhibition, most hits filed as inhibitors; hit rate 0.039% among 390,000; further: potency means the concentration at half of the fitted maximal effect; on the % scale 0 is the no-effect control and ±100 the full control effect; nearly all actives have a fitted effect of over 75% in size; some results filed as inactive show a strong effect at the top dose
Target sequence (P49798 whole entry, looked up): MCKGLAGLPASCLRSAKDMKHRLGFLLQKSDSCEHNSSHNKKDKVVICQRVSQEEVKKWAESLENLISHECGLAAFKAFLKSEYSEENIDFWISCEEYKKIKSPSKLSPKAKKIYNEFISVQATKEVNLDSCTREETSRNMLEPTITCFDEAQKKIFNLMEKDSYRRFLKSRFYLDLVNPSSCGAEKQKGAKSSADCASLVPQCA
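MLSMR compounds (23 nl, pin-transferred) preincubated 10 min at room temperature with a 500nM (2x) first reagent, then RGS4 at 900nM (2x) plus Transcreener GDP mix added; fluorescence polarization (620/688 nm) read before and after 90 min at 30 °C.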
LDHA block: LDHA (human) enzyme inhibition; purified LDHA, NADH/diaphorase-resazurin fluorescence; active compounds read low; activity change, % (values are at about 110 or 230 µM); hit rate 0.15% among 480,000; AID 1347041; in the data active means activity change below about -30%; inconclusive means mostly about -25% to -30%;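 further: plate controls were DMSO wells for no effect and wells without enzyme for full effect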
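Human LDH5 (2 nM) was incubated with 0.06 mM NADH and 0.2 mM pyruvate for 5 min at room temperature in Tris pH 7.4. Remaining NADH was coupled through diaphorase/resazurin, and resorufin fluorescence was read at 0 and 20 min.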
USP1-UAF1 inh: USP1/UAF1 (human) deubiquitinase inhibition; O94782; recombinant USP1/UAF1, Ub-Rhodamine cleavage fluorescence; Potency, µM (doses to about 57.1 µM), without a hit: at the top dose activity change, negative = inhibition, actives largely listed as inhibitors; hit rate 0.23% among 390,000; AID 743255; further: potency means the concentration at half of the fitted maximal effect; on the % scale 0 is the no-effect control and ±100 the full control effect; nearly all actives have a fitted effect of over 60% in size; inactives centre near -12
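USP1/UAF1 complex at 1 nM was preincubated with compound for 15 min at room temperature, then Ub-Rho substrate (150nM final) was added. Fluorescence (480/540 nm) was read kinetically, 6 reads every 60 seconds.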
Active calls of the source: *; [ ] = remark or other dose. Unless noted, the call rests on the fitted dose curve; in most records, active means well fitted curve in the direction sought with a large enough effect; inconclusive means small, poorly fitted or top-dose-only effect, or another doubt; inactive means no such curve, though single readings can be large; an effect the other way counts as inactive or inconclusive.

`COC(C[C@@H](O)CC(=O)COCc1ccccc1)OC` gave TrxR1 substrate 0%, Glioma ERSR ind -4%, Vif-A3G inh 0%, mIDH1 inhibitor -9%, Vif-APOBEC3F blk -5%, rTrxR1 inhibitor 7%, RGS4 inhibitor 28%, LDHA block -12 and USP1-UAF1 inh -19%.
Screening COc1ccc(COC(=O)c2n[nH]c3ccccc23)cc1F returned TrxR1 substrate -6%, Glioma ERSR ind 0%, Vif-A3G inh -1%, mIDH1 inhibitor 12%, Vif-APOBEC3F blk -5%, rTrxR1 inhibitor -4%, RGS4 inhibitor 16%[56.9 µM], LDHA block -2 and USP1-UAF1 inh -8%.
For COc1ccccc1CNC(=O)c1ccc(N(C)S(=O)(=O)c2ccc(C)cc2)cc1 the results were TrxR1 substrate -7%[57.1 µM], Glioma ERSR ind -7%, Vif-A3G inh -1%, mIDH1 inhibitor 7%, Vif-APOBEC3F blk -3%, rTrxR1 inhibitor 8%[57.1 µM], RGS4 inhibitor -29%, LDHA block 1 and USP1-UAF1 inh -18%.
CCNC(=O)CCCOc1ccc(Cl)cc1Cl was read as TrxR1 substrate 2%, Glioma ERSR ind 3%, Vif-A3G inh 1%, mIDH1 inhibitor 0%, Vif-APOBEC3F blk 2%, rTrxR1 inhibitor -2%, RGS4 inhibitor 25%, LDHA block 1 and USP1-UAF1 inh -6%.
Screening Cc1ccc(NC(=O)Cn2nc(C)c(S(=O)(=O)N(C)C)c2C)cc1C returned TrxR1 substrate 8%, Glioma ERSR ind -2%, Vif-A3G inh 1%, mIDH1 inhibitor -1%, Vif-APOBEC3F blk 5%, rTrxR1 inhibitor 41%[activator], RGS4 inhibitor 14%, LDHA block -6 and USP1-UAF1 inh 5%.
Screening O=C(CCC(=O)c1cccs1)OCc1nc2ccccc2s1 returned TrxR1 substrate -6%, Glioma ERSR ind -2%, Vif-A3G inh 0%, mIDH1 inhibitor 3%, Vif-APOBEC3F blk -2%, rTrxR1 inhibitor -4%, RGS4 inhibitor -24%, LDHA block -4 and USP1-UAF1 inh -17%.
For CCC(CC)c1nnc(NC(=O)c2c(-c3ccccc3)noc2C)s1 the results were TrxR1 substrate 10%, Glioma ERSR ind 1%, Vif-A3G inh -8%, mIDH1 inhibitor 1%, Vif-APOBEC3F blk -7%, rTrxR1 inhibitor 45%[activator], RGS4 inhibitor -8%, LDHA block 1 and USP1-UAF1 inh inconclusive.
Screening COc1ccc(S(=O)(=O)N2CCCC(C(=O)NCc3cccnc3)C2)cc1OC (stereo not given) returned TrxR1 substrate 3%[57.1 µM], Glioma ERSR ind -3%, Vif-A3G inh -3%, mIDH1 inhibitor -6%, Vif-APOBEC3F blk 6%, rTrxR1 inhibitor 4%[57.1 µM], RGS4 inhibitor 4%, LDHA block -9 and USP1-UAF1 inh -3%.
Nc1nc(COC(=O)C2CC(=O)N(CCc3ccccc3)C2)nc(Nc2ccccc2)n1 (stereo not given) was read as TrxR1 substrate -7%, Glioma ERSR ind 2%, Vif-A3G inh 0%, mIDH1 inhibitor 1%, Vif-APOBEC3F blk -3%, rTrxR1 inhibitor -15%, RGS4 inhibitor -1%, LDHA block -1 and USP1-UAF1 inh -22%.
`O=C1C2C3C=CC(C3)C2C(=O)N1c1cccc2ccccc12` (stereo not given) gave TrxR1 substrate 2%, Glioma ERSR ind 0%, Vif-A3G inh -1%, mIDH1 inhibitor -13%, Vif-APOBEC3F blk 6%, rTrxR1 inhibitor 9%, RGS4 inhibitor -5%, LDHA block -9 and USP1-UAF1 inh -23%.
`COC(=O)C(Cc1cnc[nH]1)NC(=O)C1CCC(=O)N1` (stereo not given) gave TrxR1 substrate -1%, Glioma ERSR ind 2%, Vif-A3G inh 2%, mIDH1 inhibitor 1%, Vif-APOBEC3F blk -6%, rTrxR1 inhibitor 7%, RGS4 inhibitor -4%, LDHA block -7 and USP1-UAF1 inh -6%.
CCOC(=O)CNC(=S)N(CCCN1CCCC1)Cc1cccs1 was read as TrxR1 substrate 7%, Glioma ERSR ind -3%, Vif-A3G inh -5%, mIDH1 inhibitor 0%, Vif-APOBEC3F blk 0%, rTrxR1 inhibitor 10%, RGS4 inhibitor 2%, LDHA block 2 and USP1-UAF1 inh -14%.
For CCC(=O)Nc1ccc2nc(C3CC3)n(Cc3ccccc3)c(=O)c2c1 the results were TrxR1 substrate 9%, Glioma ERSR ind 8%, Vif-A3G inh 1%, mIDH1 inhibitor 3%, Vif-APOBEC3F blk 4%, rTrxR1 inhibitor -1%, RGS4 inhibitor -13%, LDHA block -2 and USP1-UAF1 inh -8%.
Screening O=C(Nc1ccc(N2CCN(CCOc3ccc(Cl)cc3)CC2)c(C(=O)O)c1)c1ccc(F)cc1 returned TrxR1 substrate 2%[57.1 µM], rTrxR1 inhibitor 8%[57.1 µM], RGS4 inhibitor 21%, LDHA block -4 and USP1-UAF1 inh -4%.
`CCCCC1CCC(C(=O)N(CCOC)c2c(N)n(CC(C)C)c(=O)[nH]c2=O)CC1` (stereo not given) gave TrxR1 substrate 0%, Glioma ERSR ind -3%, Vif-A3G inh -3%, mIDH1 inhibitor -6%, Vif-APOBEC3F blk 4%, rTrxR1 inhibitor 25%, RGS4 inhibitor -9%, LDHA block -6 and USP1-UAF1 inh -10%.
Screening Cn1nc(C(=O)Nc2ccc3c(c2)OCCO3)cc1C(=O)O returned TrxR1 substrate 12%[57.1 µM], Glioma ERSR ind -5%, Vif-A3G inh 2%, mIDH1 inhibitor 0%, Vif-APOBEC3F blk 4%, rTrxR1 inhibitor 29%[57.1 µM], RGS4 inhibitor -11%, LDHA block -8 and USP1-UAF1 inh 1%.
Screening COc1cccc(C(=O)Nc2nnc(-c3cccs3)s2)c1 returned TrxR1 substrate 30%[57.1 µM], Glioma ERSR ind -4%, Vif-A3G inh 1%, mIDH1 inhibitor 9%, Vif-APOBEC3F blk -2%, rTrxR1 inhibitor 39%[activator][57.1 µM], RGS4 inhibitor -13%, LDHA block -1 and USP1-UAF1 inh -8%.
Screening COCCNC(=O)c1ccc(CS(=O)(=O)c2ccc(C)cc2)o1 returned TrxR1 substrate -8%, Glioma ERSR ind 2%, Vif-A3G inh 1%, mIDH1 inhibitor 4%, Vif-APOBEC3F blk -1%, rTrxR1 inhibitor -31%, RGS4 inhibitor -10%, LDHA block -3 and USP1-UAF1 inh -12%.
For Cc1cccc(C(=O)NNC(=O)c2ccc(NC(=O)C(C)(C)C)cc2)c1 the results were TrxR1 substrate 6%, Glioma ERSR ind -4%, Vif-A3G inh 1%, mIDH1 inhibitor -7%, Vif-APOBEC3F blk 11%, rTrxR1 inhibitor 27%, RGS4 inhibitor -12%, LDHA block -1 and USP1-UAF1 inh -15%.
For CCOc1ccc(C(=O)Nc2cccc(-c3ccc4nncn4n3)c2)cc1 the results were TrxR1 substrate 1%, Glioma ERSR ind 0%, Vif-A3G inh -2%, mIDH1 inhibitor -10%, Vif-APOBEC3F blk -9%, rTrxR1 inhibitor 25%, RGS4 inhibitor 17%[11.4 µM], LDHA block -13 and USP1-UAF1 inh -7%.
Cc1ccc(CSc2nnc(SCC(=O)N/N=C/c3ccccc3OCC(=O)O)s2)cc1 was read as TrxR1 substrate -2%, Glioma ERSR ind -13%, Vif-A3G inh 0%, mIDH1 inhibitor -1%, Vif-APOBEC3F blk 0%, rTrxR1 inhibitor 8%, RGS4 inhibitor 15%, LDHA block -3 and USP1-UAF1 inh -25%.
`CCOc1ccccc1Cn1c(=O)sc2ccccc21` gave TrxR1 substrate 10%[57.1 µM], Glioma ERSR ind -2%, Vif-A3G inh 0%, mIDH1 inhibitor -7%, Vif-APOBEC3F blk -8%, rTrxR1 inhibitor 16%[57.1 µM], RGS4 inhibitor 16%, LDHA block -4 and USP1-UAF1 inh -23%.
For Cc1cccc(N2C(=O)CC(SC(N)=Nc3ccccc3)C2=O)c1 (stereo not given) the results were TrxR1 substrate -4%, Glioma ERSR ind -2%, Vif-A3G inh -1%, mIDH1 inhibitor 2%, Vif-APOBEC3F blk -2%, rTrxR1 inhibitor 22%, RGS4 inhibitor -47%[56.9 µM], LDHA block -1 and USP1-UAF1 inh -10%.
Screening Cc1cc(C(=O)OCC(=O)N2CC(=O)Nc3ccccc32)no1 returned TrxR1 substrate 2%, Glioma ERSR ind -4%, Vif-A3G inh 1%, mIDH1 inhibitor 2%, Vif-APOBEC3F blk -2%, rTrxR1 inhibitor 13%, RGS4 inhibitor -9%, LDHA block 3 and USP1-UAF1 inh -13%.
`O=C(Nc1cccc(S(=O)(=O)Nc2ccccc2Cl)c1)c1ccc(N2CCCC2)c([N+](=O)[O-])c1` gave TrxR1 substrate -3%, Glioma ERSR ind -5%, Vif-A3G inh -1%, mIDH1 inhibitor -2%, Vif-APOBEC3F blk 2%, rTrxR1 inhibitor 2%, RGS4 inhibitor -11%, LDHA block -7 and USP1-UAF1 inh -17%.
Screening COc1ccc(C2/C=C\CN(C(=O)C3CCCCC3)C(C)C(=O)N2Cc2ccc(F)cc2)cc1 (stereo not given) returned TrxR1 substrate -9%, Glioma ERSR ind -1%, Vif-A3G inh 1%, rTrxR1 inhibitor 7% and RGS4 inhibitor 9%.

High-throughput results (PubChem BioAssay)

The list is partial. The share of hits here may be higher or lower than overall.
